Screening results (PubChem BioAssay)
NADH coupling: inhibition of NAD/NADH coupling enzymes, library profiling; coupled PK/LDH NADH assays, four targets; 65,000 compounds, 0.02% hits; IC50, µM (doses to about 10 µM), for inactives: top-dose inhibition; AID 774;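 active means single-dose screening hits from any of four coupled enzyme assays that gave an IC50 when retested across doses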;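 further: the DPM-DC format reads NADH fluorescence rather than 340 nm absorbance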
A340 absorber: compounds absorbing at 340 nm; 65,000 tested, under 10 active; compound absorbance at 340 nm, fold over control; fold change at 10 µM; AID 708;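 active means at 10 µM dose, initial 340 nm absorbance at least 2 fold that of control wells; inactive means change under 2 fold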;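 further: initial absorbance extrapolated from kinetic A340 decline of NADH oxidation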
SF-1 act: activators of human nuclear receptor SF-1 | Q13285 | activation, % at 10 µM | 65,000 compounds, 1.9% hits | CHO-K1 Gal4-SF-1 LBD luciferase reporter; % increase over DMSO SF-1-specific signal;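 active means activation above the mean activation of all tested compounds plus 3 SD, cut at about 50% in these data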
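Assay system: CHO-K1 cells co-transfected with Gal4 DBD–human SF-1 LBD, 5xGal4 luciferase reporter / Input: 4,000 cells per well / Incubation: 20 h compound exposure at 37 °C after 1 h cell settling / Detection: SteadyLite luciferase luminescence / Control set: DMSO negative control and −SF1 background wells / Replication: one test per compound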
RORa activator: RORA (human) activation. P35398. CHO-K1 Gal4-RORA LBD luciferase reporter, luminescence; percent increase over mock-subtracted basal signal. activation, % at 10 µM. 65,000 compounds, 1.5% hits. AID 560;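 active means activation above the mean of all tested compounds plus 3 SD, cut at about 49% in these data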;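 further: 0% = DMSO-treated RORA cells and 100% = added signal equal to DMSO minus mock-transfected cells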
5HT1a ag: 5-HT1a (human) receptor agonism. AID 567. 65,000 compounds, 0.56% hits. P08908. activation, % at 10 µM. CHO 5-HT1a Ga15 NFAT-bla reporter, FRET ratio; 0% basal, 100% maximal reference agonist;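 active means activation above the screen-wide mean activation plus 3 SD, cut at about 19% in these data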;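 further: 0% = DMSO wells and 100% = 5-CT at EC100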
Target sequence (P08908 whole entry, looked up): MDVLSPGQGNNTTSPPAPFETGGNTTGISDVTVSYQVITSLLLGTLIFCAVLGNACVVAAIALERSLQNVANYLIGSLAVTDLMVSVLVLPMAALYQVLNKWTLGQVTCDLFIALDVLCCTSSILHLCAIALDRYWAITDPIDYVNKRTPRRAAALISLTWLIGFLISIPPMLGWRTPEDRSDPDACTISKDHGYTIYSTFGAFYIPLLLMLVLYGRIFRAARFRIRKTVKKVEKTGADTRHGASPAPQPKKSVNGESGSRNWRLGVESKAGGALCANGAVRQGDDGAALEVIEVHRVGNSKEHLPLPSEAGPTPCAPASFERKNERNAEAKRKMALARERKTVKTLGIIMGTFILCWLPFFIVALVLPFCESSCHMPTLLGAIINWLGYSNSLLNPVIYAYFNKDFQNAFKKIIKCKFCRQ
TNAP act mid DEA: human TNAP activation, intermediate phosphate acceptor; P05186; AID 813; 64,000 tested, under 10 active; activation factor at 20 µM; purified TNAP, CDP-star luminescence, 100 mM DEA, 30 min; active compounds read high; scale: 0 levamisole-inhibited, 1 vehicle-only enzyme;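 active means activation factor of at least 2 at 20 µM, relative to controls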
Target sequence (P05186 whole entry, looked up): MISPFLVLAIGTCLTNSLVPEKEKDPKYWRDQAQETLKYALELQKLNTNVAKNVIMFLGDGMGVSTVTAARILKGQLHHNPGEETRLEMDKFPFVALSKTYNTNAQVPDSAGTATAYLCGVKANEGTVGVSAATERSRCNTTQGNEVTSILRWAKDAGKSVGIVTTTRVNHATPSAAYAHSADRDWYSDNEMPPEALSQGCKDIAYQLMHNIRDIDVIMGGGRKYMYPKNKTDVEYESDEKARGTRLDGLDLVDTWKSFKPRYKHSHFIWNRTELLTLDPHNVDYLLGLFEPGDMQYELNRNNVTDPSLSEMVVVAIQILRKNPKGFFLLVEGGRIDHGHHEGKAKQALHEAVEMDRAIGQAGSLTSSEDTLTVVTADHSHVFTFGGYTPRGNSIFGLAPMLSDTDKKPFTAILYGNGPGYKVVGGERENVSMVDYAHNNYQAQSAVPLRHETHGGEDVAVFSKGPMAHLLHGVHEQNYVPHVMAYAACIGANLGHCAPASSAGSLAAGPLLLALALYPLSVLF
MMP13 inh: inhibitors of human MMP13 | P45452 | AID 570 | MMP-13 fTHP FRET cleavage, Mca fluorescence | inhibition, % at 4 µM | 65,000 compounds, 0.07% hits;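 active means inhibition above the mean of compound-free control plate wells plus 3 SD, cut at about 14% in these data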;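 further: 0% = DMSO wells and 100% = wells with reference MMP-13 inhibitor after basal subtraction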
Autofluor 339: intrinsic fluorescence of library compounds, ex339/em460 – biochemical, MLSMR library, data from DPM-DC assay, artefact control, profiling panel; compound autofluorescence, ex339/em460 nm, NADH buffer; active compounds read high; 1 = no-compound wells, NADH background; fluorescence fold increase at 10 µM; 65,000 compounds, 5.5% hits;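 active means at 10 µM, mean starting fluorescence two-fold or more over control wells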;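 further: signal is the first read of a kinetic run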
5-HT1A blocker: antagonists of human 5-HT1a serotonin receptor; P08908; inhibition, % at 10 µM; 62,000 compounds, 0.68% hits; CHO 5-HT1a Ga15 NFAT-bla reporter, antagonist mode;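 active means inhibition above the mean of all tested compounds plus 3 SD, cut at about 43% in these data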;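 further: receptor stimulated by 5-CT agonist at 100 nM near EC80; beta-lactamase reporter measured by ratiometric fluorescence of a cleavable substrate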
The depositor's hits bear a star; . = not tested or not shown; [ ] = remark or other dose.

SMILES	NADH coupling	A340 absorber	SF-1 act	RORa activator	5HT1a ag	TNAP act mid DEA	MMP13 inh	Autofluor 339	5-HT1A blocker
CSc1nnc(Cn2c(=O)sc3ccccc32)n1C	2.0%	1.07	-4.7	-34.0	-1.1	1	0.8	1.01	5.3
O=C(OCC(=O)N1CCCCCC1)c1n[nH]c(=O)c2ccccc12	3.0%	0.99	-9.1	-11.6	-2.5	0.9	1.4	1.08	10.3
Cc1ccc(-c2nn(-c3ccccc3)c3[nH]c(=O)c(CNCCN(C)C)cc23)cc1	5.0%	1.02	-8.4	-24.5	-1.2	0.9	-0.5	1.08	2.6
CS(=O)(=O)NCCSCc1ccc(Cl)cc1	5.0%	1.03	1.7	-7.0	2.4	1	2.4	1.1	0.8
COc1cc2c(cc1NC(=O)c1cccnc1)CCCC2	5.0%	1.02	-0.4	21.0	-4.0	0.9	1.3	1.13	6.5
CCC(=O)N1CCCc2cc(S(=O)(=O)N3CCN(c4ccccc4F)CC3)ccc21	2.0%	1.02	22.1	10.5	-3.5	1	-4.5	1.08	-2.3
O=C(NCC(=O)N(CCc1ccccc1)C(C(=O)NC1CCCC1)c1cccnc1)c1ccco1 (configuration not stated)	4.0%	0.99	9.8	-4.8	-2.1	0.8	3.2	1.1	-3.3
COCc1nnc(NC(=O)c2cccs2)s1	6.0%	1.12	18.3	25.8	-1.1	0.9	-1.6	1.06	4.8
CN(C)c1ccc(C2N(c3cccc(Cl)c3)C(=O)C3CCCN32)cc1 (configuration not stated)	8.0%	1.05	-1.0	-8.7	-0.8	0.9	4.0	1.13	0.6
CCn1c(NC(=O)c2cccs2)c(-c2cccs2)c(=O)c2ccccc21	8.0%	1.07	-21.8	43.1	-1.8	0.9	3.8	1.07	0.4
CCOc1ccc(C(=O)NCc2ccccn2)cc1	1.0%	1.04	9.4	7.8	-3.9	0.9	4.6	1.09	2.4
CCC1CCCCN1C(=O)COC(=O)c1cc2ccccc2cc1O (configuration not stated)	6.0%	1	0.4	25.3	0.9	0.9	-2.0	1.26	10.5
N#CCCN1CCN(C(=S)c2ccc(-c3ccc(Cl)c(Cl)c3)o2)CC1	3.0%	1.06	22.2	-8.4	-4.8	0.8	8.0	1.08	1.3
COc1ccc(N2C(N)=NC(N)=NC23CCCC3)cc1	4.0%	1.01	11.5	1.7	-4.9	0.9	-1.5	1.07	-7.1
CCN1CCN(Cc2c(O)ccc3c(=O)c(-c4ccc(OC)c(OC)c4)c(C)oc23)CC1	5.0%[fluoresces]	1.13	-4.5	3.8	1.8	1	-36.7	3.87*	-0.7
CC(C)OC(=O)c1nnn(-c2nonc2N)c1CN1CCCCCC1	4.0%	0.98	-9.1	0.8	1.3	0.8	-6.3	1.09	0.0
Cc1ccc2nc(SCC(=O)Nc3c(C)n(C)n(-c4ccccc4)c3=O)[nH]c2c1	3.0%	1.01	-10.2	17.7	-3.2	1	-3.2	1.11	-4.8
Cc1cccc(OCc2nnc(SCc3nc4cc(C(F)(F)F)ccc4c(=O)[nH]3)o2)c1	7.0%	1.06	22.9	-16.4	-2.0	0.9	-5.0	1.17	-2.3
CC1=CCC2C(=O)N(c3ccc(C)c(Br)c3)C(=O)C2C1 (configuration not stated)	2.0%	1.01	4.6	11.8	13.3	0.9	-3.7	1.05	-1.7
Cc1ccc(-c2ccccc2NC(=O)C2C3C=CC(C3)C2C(=O)O)o1 (configuration not stated)	2.0%	1.02	2.6	10.1	0.5	0.9	-9.6	1.16	.
O=C(c1ccc2ccccc2c1)N1CCN(c2ccc(O)cc2)CC1	10.0%	1.01	-42.5	-39.7	2.4	1	4.3	1.01	-4.0
CCn1cc(CNC(=O)C2C3CCC(C3)C2C(=O)O)cn1 (configuration not stated)	7.0%	0.99	4.8	8.4	-0.4	0.8	0.7	1.06	-12.2
COCCCNc1ccnc2c(Cl)cccc12	9.0%	1.11	13.1	11.0	-3.5	0.9	0.3	1.34	-0.9
CN1CCN(C(=O)C2(NC(=O)Nc3cccc(F)c3)CCCCC2)CC1	1.0%	1	1.0	-6.1	-0.7	0.9	1.3	1.04	-7.7

Three neighbouring compounds out of the list so far, for reference:
SMILES	NADH coupling	A340 absorber	SF-1 act	RORa activator	5HT1a ag	TNAP act mid DEA	MMP13 inh	Autofluor 339	5-HT1A blocker
CSc1nnc(Cn2c(=O)sc3ccccc32)n1C	2.0%	1.07	-4.7	-34.0	-1.1	1	0.8	1.01	5.3
O=C(OCC(=O)N1CCCCCC1)c1n[nH]c(=O)c2ccccc12	3.0%	0.99	-9.1	-11.6	-2.5	0.9	1.4	1.08	10.3
Cc1ccc(-c2nn(-c3ccccc3)c3[nH]c(=O)c(CNCCN(C)C)cc23)cc1	5.0%	1.02	-8.4	-24.5	-1.2	0.9	-0.5	1.08	2.6

(next part)
SMILES	NADH coupling	A340 absorber	SF-1 act	RORa activator	5HT1a ag	TNAP act mid DEA	MMP13 inh	Autofluor 339	5-HT1A blocker
O=C(COc1ccccc1)Nc1nc2ccccc2[nH]1	2.0%	0.99	60.3*	55.1*	-1.3	1	3.6	1.04	16.6
COc1ccc(Cn2nnnc2CN2CCc3ccccc32)cc1	2.0%	1.01	-1.1	-20.5	-1.0	1	0.9	1.1	15.5
Cc1cc(C)n2nc(SCc3nc4ccccc4[nH]3)nc2n1	1.0%	1.01	-18.5	24.4	-0.5	0.8	5.2	1.07	11.4
O=C(CN1CCC2(CC1)OCCO2)c1c[nH]c2ccccc12	4.0%	1.01	3.9	-6.6	16.7	0.9	7.3	1.15	18.7
CC(C)c1ccc2oc(-c3ccc(NC(=O)c4ncn[nH]4)cc3)nc2c1	8.0%[fluoresces]	1.08	65.9*	33.4	3.9	1	-15.9	3.56*	-30.4
COc1ccc(-c2noc(CCC(=O)Nc3ccc4c(c3)OCCO4)n2)cc1	4.0%	1.03	16.2	-10.6	-0.6	0.9	-0.6	1.14	4.1
CCCCN1CC(C(=O)NC2CCCCC2)CC1=O (configuration not stated)	7.0%	0.99	0.1	1.1	-3.3	1	0.9	1.09	2.2
Cc1ccc2c(C)nc(Nc3nc(CSc4nnnn4-c4ccccc4)cc(=O)[nH]3)nc2c1	3.0%	1.01	8.8	-10.2	3.0	1	-0.5	1.03	-27.4
CCS(=O)(=O)NCc1cn2c(C)csc2n1	4.0%	1.03	15.6	25.1	-6.3	0.9	-5.4	1.02	-2.5
COc1ccc(CNC(=O)C(C#N)c2nc3ccccc3nc2N2CCCC2)cc1 (configuration not stated)	4.0%	1.05	-4.3	3.9	2.3	0.9	-26.3	1.47	-11.6
COCCNC(=O)CSc1nc2ccccc2c(=O)n1-c1cccc(OC)c1	4.0%	1.01	12.4	2.0	-2.5	1	2.2	1.07	7.7
COc1ccc(CNC(=O)c2cnc3n(c2=O)CCS3)cc1	2.0%	1	-1.9	12.8	-2.9	0.8	1.6	1.03	11.5
COc1ccc(Nc2nc(N)nc(CN3CCN(c4ccccn4)CC3)n2)cc1	4.0%	1.03	15.6	5.3	-0.9	0.9	4.9	1.09	5.5
COc1ccc(OC)c(NC(=O)Nc2cccc(Cn3cccn3)c2)c1	2.0%	1.03	4.1	3.9	-0.3	0.9	5.1	1.18	9.3
C=CCOc1ccc(/C(O)=C2/C(=O)C(=O)N(CCN3CCOCC3)C2c2ccc(C)cc2)cc1 (configuration not stated)	7.0%	1.13	10.5	-11.3	1.5	0.9	3.0	1.21	-6.0
CCOC(=O)C1CCCN(Cc2cc(OC)c(O)c(OC)c2)C1 (configuration not stated)	17.0%	1.06	-20.6	-1.2	-0.8	1	0.1	1.11	1.0
O=C(CN(Cc1ccco1)C(=O)CNS(=O)(=O)c1ccc(F)cc1)NCCc1ccccc1	3.0%	0.98	1.8	25.7	0.1	1	-0.6	1.02	-0.7
CCCCOC(=O)Nc1ccc(N2CCCCC2)cc1	1.0%	1.04	64.5*	94.6*	-2.3	0.9	-1.7	1.1	-4.2
CCn1c(C)c(C(C)=O)c(N2CCN(C(=O)c3ccco3)CC2)nc1=S	6.0%	1.12	6.0	-17.2	0.1	0.9	1.3	1.06	5.6
C=CCN1C(=O)CSc2ccc(C(=O)OCC)cc21	3.0%	1.01	7.4	6.8	-2.3	1	4.8	1.04	5.1
COc1cccc(NC(=O)Cn2c(=O)oc3ccccc32)c1	1.0%	1	-6.2	-10.2	-1.3	0.9	4.0	1.08	-7.0
O=C(NCCN1CCc2ccccc2C1)C1CCN(S(=O)(=O)N2CCC3(CC2)OCCO3)CC1	6.0%	0.98	15.5	-7.3	-1.3	1.1	0.2	1.11	11.7
COc1ccccc1N1CCN(c2nc(C)nc3c2oc2ccccc23)CC1	4.0%	1.09	1.7	-6.5	-1.8	0.9	-7.7	1.68	66.7*
Cc1ccccc1NC1C=CS(=O)(=O)C1 (configuration not stated)	7.0%	1.03	11.0	-3.8	-2.9	0.9	1.7	1.08	5.3
CN1CCN(C(=O)c2cnn3c(C(F)F)cc(C4CC4)nc23)CC1	4.0%	0.99	12.8	2.9	-2.0	0.9	3.8	1.15	-1.8
O=C(C1CCCN(S(=O)(=O)c2cccc3nsnc23)C1)N1CCc2ccccc21 (configuration not stated)	1.0%	1.04	10.6	22.5	1.6	1	-0.5	1.1	-3.0
CCn1c(Cc2ccccc2)nnc1SCC(=O)Nc1ccc2c(c1)OCCO2	.	.	-11.6	4.6	0.4	0.9	2.6	.	-1.0
COc1ccccc1N1CCN(CC(=O)Nc2cccc(F)c2)CC1	5.0%	0.97	-10.4	-6.4	3.3	0.9	-2.2	1.08	8.9
Cc1ccc(O)c(-c2cc3ccccc3[nH]2)c1	1.0%[fluoresces]	1.01	-5.4	28.8	-3.8	0.7	-131.1[fluorescence artefact?]	1.95	28.3
Cc1ccc(-c2cc(C(=O)NCc3ccc4c(c3)OCO4)[nH]n2)c(O)c1C	1.0%	1.04	-10.6	2.8	-1.1	1	0.0	1.1	18.0
COc1ccc(NC(=O)CSc2nc3c(c(=O)[nH]2)CCC3)cc1OC	1.0%	1.04	-8.6	-6.4	-0.1	1	4.3	1.04	-4.8
O=C(Cn1cnc2ccccc2c1=O)NCC(=O)N1CCN(Cc2ccc3c(c2)OCO3)CC1	3.0%	1	5.5	-8.4	-5.5	0.9	-9.9	1.13	-1.9
Cc1nc(S(=O)(=O)N(C)c2ccccc2)c(C#N)c(C)c1Cl	6.0%	0.97	-40.5	-22.9	-3.2	1	-0.5	1.05	11.8
N#CC1=C(N)NC(SCc2ccc(Cl)cc2)=C(C#N)C12CCCCC2	2.0%	1.05	-13.5	-34.0	-1.2	0.8	-38.6	1.09	.
Cc1nc2cc(Cl)ccc2n1CCO	2.0%	1	1.7	2.4	-4.1	0.9	0.5	1.07	-4.0
CC1=C(n2nnc3ccccc32)C(c2ccccc2)C(C#N)=C(N)O1 (configuration not stated)	4.0%	1	15.7	5.0	0.1	0.9	-1.5	1.02	-5.1
Cc1c(NCc2nc3ccccc3[nH]2)c(=O)n(-c2ccccc2)n1C	2.0%	1.08	2.1	9.1	0.9	1.2	2.4	1.06	8.7
CCCNC(=O)CS(=O)Cc1nc(-c2ccc(OC)cc2)oc1C (configuration not stated)	4.0%	1.05	-18.8	-9.3	-0.7	0.9	-2.5	1.14	6.3
c1ccc2c(c1)CCN(c1ncnc3nc[nH]c13)C2	5.0%	1.1	3.9	7.1	-1.4	1	4.8	1.06	1.9
COc1ccc(OCC(=O)N2CCN(C(=O)Cc3ccccc3)CC2)cc1	3.0%	1	-16.1	-13.8	-1.6	1	4.2	0.99	2.3
